High-throughput results from PubChem.
Apoferritin bind: candidate novel general anesthetic via apoferritin binding; P02791; apoferritin/1-aminoanthracene competitive binding, fluorescence; Potency, µM (series often up to 77.5 µM), without a hit: top-dose activity change, negative = displacement, hits mostly inhibitors; 0.074% of 350,000 active; also: % is scaled to controls: 0 for no effect and ±100 for the full control effect; nearly all actives have a fitted effect of over 20% in size
Target sequence (P02791 2-175 limits assumed): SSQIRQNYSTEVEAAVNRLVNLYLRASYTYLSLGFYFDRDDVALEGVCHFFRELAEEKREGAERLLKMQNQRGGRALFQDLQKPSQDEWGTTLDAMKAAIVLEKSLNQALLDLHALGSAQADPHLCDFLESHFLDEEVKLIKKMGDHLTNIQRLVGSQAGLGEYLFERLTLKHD
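In PBS, apoferritin at 10 uM is loaded with 1-AMA from a 50% saturated solution. After 10 min of compound exposure at ambient temperature, reduced 535 nm fluorescence indicates probe displacement.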
POLK inh: blocks human DNA polymerase kappa activity. AID 588579. Q9UBT6. 0.53% of 400,000 active. purified Pol kappa, fluorescent DNA synthesis assay, 10 min. Potency, µM (highest dose often 107 µM), for the others: at the highest dose activity, negative = inhibition, hits mostly inhibitors; also: % is scaled to controls: 0 for no effect and ±100 for the full control effect
Target sequence (Q9UBT6 whole entry, looked up): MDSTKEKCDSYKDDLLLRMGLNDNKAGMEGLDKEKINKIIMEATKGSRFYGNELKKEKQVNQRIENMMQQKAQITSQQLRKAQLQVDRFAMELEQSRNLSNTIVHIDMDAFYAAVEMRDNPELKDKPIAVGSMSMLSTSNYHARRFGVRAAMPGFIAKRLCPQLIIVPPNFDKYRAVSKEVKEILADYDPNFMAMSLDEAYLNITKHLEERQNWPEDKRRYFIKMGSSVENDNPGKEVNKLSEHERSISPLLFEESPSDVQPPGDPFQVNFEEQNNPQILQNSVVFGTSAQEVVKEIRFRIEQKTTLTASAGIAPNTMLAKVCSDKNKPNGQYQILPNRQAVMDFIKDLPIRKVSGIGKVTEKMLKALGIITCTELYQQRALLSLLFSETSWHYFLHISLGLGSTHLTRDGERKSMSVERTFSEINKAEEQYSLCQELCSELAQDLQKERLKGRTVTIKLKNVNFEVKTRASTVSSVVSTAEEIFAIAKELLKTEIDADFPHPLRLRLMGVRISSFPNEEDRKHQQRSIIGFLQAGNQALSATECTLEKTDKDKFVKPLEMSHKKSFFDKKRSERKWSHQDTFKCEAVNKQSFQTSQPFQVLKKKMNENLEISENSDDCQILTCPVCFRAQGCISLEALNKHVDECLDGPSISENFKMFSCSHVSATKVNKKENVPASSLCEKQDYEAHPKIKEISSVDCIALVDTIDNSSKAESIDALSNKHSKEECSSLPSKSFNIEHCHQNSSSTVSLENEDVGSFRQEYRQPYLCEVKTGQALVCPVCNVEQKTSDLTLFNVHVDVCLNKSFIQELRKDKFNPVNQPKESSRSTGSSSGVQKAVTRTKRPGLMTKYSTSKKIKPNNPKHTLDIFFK
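Here, compound and 10 nM enzyme are combined for 15 min at room temperature; adding 50 nM substrate (final) starts DNA synthesis, tracked by fluorescence at 0 and 10 min against buffer-only wells.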
APE1 inh: APE1 (human) endonuclease inhibition | P27695 | recombinant APE1, TAMRA/BHQ-2 abasic DNA cleavage fluorescence | Potency, µM (titrated, usually from 65.8 µM), inactives show at the top dose activity change, negative = inhibition, actives largely listed as inhibitors | 0.35% of 350,000 active | AID 2517;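 also: plate controls were vehicle for no effect and reference inhibitor for full effect; nearly all actives have a fitted effect of over 55% in size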
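Endonuclease cleavage of a quenched abasic-site DNA duplex (50 nM) by APE1 (0.75 nM) was tracked by TAMRA dequenching. Compounds were preincubated with enzyme 15 min at room temperature; data normalized to buffer-only and DMSO wells plus NSC13755 control.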
Pol iota inh: blocks human DNA polymerase iota activity; Pol iota fluorescent replication assay, 10 min; 1% of 390,000 active; Q9UNA4; Potency, µM (top dose mostly 115 µM), inactives show at the highest dose activity, negative = inhibition, hits mostly inhibitors
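Pol iota at 10 nM preincubated 15 min with compounds at room temperature; reaction started with fluorescent substrate, 50 nM final. Fluorescence read kinetically at 0 and 10 min; buffer-only wells as negative control.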
Pol eta inh: blocks human DNA polymerase eta activity; Q9Y253; recombinant Pol eta, fluorescent DNA replication assay; Potency, µM (titrated, usually from 114 µM), for inactives: at the top dose activity change, negative = inhibition, usual class: inhibitors; 1.2% of 390,000 active; also: % is scaled to controls: 0 for no effect and ±100 for the full control effect
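Pol eta at 10 nM preincubated with compounds 15 min at room temperature; reaction started with fluorescent substrate (50 nM final) and read kinetically at 0 and 10 min.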
Pol beta inh: DNA polymerase beta (human) inhibition | Pol beta primer extension/strand displacement, fluorescence kinetic | Potency, µM (titrated, usually from 114 µM), for the others: at the top dose activity change, negative = inhibition, hits mostly inhibitors | AID 485314 | P06746 | 1.3% of 340,000 active; also: % is scaled to controls: 0 for no effect and ±100 for the full control effect
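Curves were derived by four-parameter Hill fits of normalized qHTS data. The kinetic fluorescent primer-extension read was taken at 0 and 10 min after 50 nM substrate, following a 15 min room-temperature preincubation of 10 nM enzyme with compounds.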
BLM inh: Bloom syndrome helicase (human) inhibition; 0.2% of 350,000 active; P54132; recombinant BLM DNA unwinding, fluorescence dequenching; Potency, µM (highest dose often 56.1 µM), without a hit: at the highest dose activity change, negative = inhibition, actives largely listed as inhibitors;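 also: plate controls were vehicle for no effect and no enzyme for full effect; nearly all actives have a fitted effect of over 35% in size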
G9a inh: inhibitors of human histone lysine methyltransferase G9a. Q96KQ7. G9a H3K9 monomethylation, AlphaScreen, 2 h. Potency, µM (titrated, usually from 102 µM), inactives show at the top dose activity, negative = inhibition, usual class: inhibitors. 8.8% of 350,000 active. AID 504332; also: % is scaled to controls: 0 for no effect and ±100 for the full control effect; nearly all actives have a fitted effect of over 75% in size
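Signal arises when biotinylated H3K9 peptide, once monomethylated, bridges streptavidin donor and antibody-captured acceptor beads. Enzyme at 20 nM was preincubated 15 min with test compounds; peptide 500 nM and SAM 20 uM then reacted for 2 h.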
BAZ2B inh: inhibitors of human BAZ2B bromodomain. Q9UIF8. AlphaScreen BAZ2B-H3K14Ac peptide displacement. Potency, µM (doses to about 114 µM), inactives show at the highest dose activity change, negative = inhibition, usual class: inhibitors. 4.4% of 360,000 active; also: % is scaled to controls: 0 for no effect and ±100 for the full control effect; nearly all actives have a fitted effect of over 60% in size
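BAZ2B 50 nM plus b-H3(5-23)K14Ac 50 nM, PBS pH 7.4/0.01% Tween-20, 30 min RT; compound added (max 110 uM), 30 min RT; streptavidin donor/Ni-chelate acceptor beads 10 ug/mL final, 20 min dark; AlphaScreen read.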
* marks the source's active call; other numbers are inactive results; ? = inconclusive; . = no result given; & = joins results of further samples; [ ] = remark or other dose. Calls follow the shape of the dose curve; as a rule, active = well fitted curve in the direction sought with a large enough effect; inconclusive = small, poorly fitted or top-dose-only effect, or another doubt; inactive = no such curve, though single readings can be large; an effect the other way counts as inactive or inconclusive. Potency is read from the fitted curve at half-maximal effect. Only part of the results is shown, so the mix of outcomes need not match the whole.

Preview (4 entries):
SMILES	Apoferritin bind	POLK inh	APE1 inh	Pol iota inh	Pol eta inh	Pol beta inh	BLM inh	G9a inh	BAZ2B inh
CCOC(=O)C1=C(C)OC(N)=C(C#N)C1c1ccc(C)s1 (configuration not stated)	-6%	1%	18%	134%[activator]	-7%	1%	-7%	?	-9%
CS(=O)(=O)Oc1ccc(/C=C2\C(=N)N3N=C(CC(=O)N4CCOCC4)SC3=NC2=O)cc1Cl	-2%	2%	92%[activator]	21%	-17%	4%	0%	0%	-4%
CCOC(=O)[C@H]1[C@H]2COc3ccc(Cl)cc3[C@@H]2N2C(=O)CN(Cc3ccccc3)C(=O)[C@@]12C	.	-2%	-14%	17%	-10%	.	.	-6%[0.501 µM]	2%
Cc1ccc(NC(=O)CSc2nc3c(c(=O)[nH]2)CN(Cc2ccc4c(c2)OCO4)CC3)cc1C	4%	8%	.	93%[activator]	?	3%	-1%	-35%[59 µM]	-1%

Main list, from the first entry:
SMILES	Apoferritin bind	POLK inh	APE1 inh	Pol iota inh	Pol eta inh	Pol beta inh	BLM inh	G9a inh	BAZ2B inh
CCOC(=O)C1=C(C)OC(N)=C(C#N)C1c1ccc(C)s1 (configuration not stated)	-6%	1%	18%	134%[activator]	-7%	1%	-7%	?	-9%
CS(=O)(=O)Oc1ccc(/C=C2\C(=N)N3N=C(CC(=O)N4CCOCC4)SC3=NC2=O)cc1Cl	-2%	2%	92%[activator]	21%	-17%	4%	0%	0%	-4%
CCOC(=O)[C@H]1[C@H]2COc3ccc(Cl)cc3[C@@H]2N2C(=O)CN(Cc3ccccc3)C(=O)[C@@]12C	.	-2%	-14%	17%	-10%	.	.	-6%[0.501 µM]	2%
Cc1ccc(NC(=O)CSc2nc3c(c(=O)[nH]2)CN(Cc2ccc4c(c2)OCO4)CC3)cc1C	4%	8%	.	93%[activator]	?	3%	-1%	-35%[59 µM]	-1%
CS(=O)(=O)c1ccccc1-c1nnc(NC(=O)c2ccc(S(=O)(=O)N3CCCC3)cc2)o1	.	-12%	8%	-7%	-5%	.	.	?	?
C[C@H]1CN([C@@H](C)CO)C(=O)Cc2cc(NC(=O)CCC(F)(F)F)ccc2O[C@H]1CN(C)S(=O)(=O)c1ccc(Cl)cc1	.	-5%	5%	11%	?	.	.	.	.
Cc1cc(NC(=O)CSc2nnc(-c3ccco3)n2C)no1	.	-8%	-3%	-4%	-3%	.	.	21%[12.7 µM]	8%
O=c1c2ccccc2nc(/C=C/c2ccccc2)n1CCCO	-6%	0%	10%	24%	-13%	3%	4%	18%	3%
CCNC(=O)Nc1ccccc1C(=O)OC	-5%	-5%	3%	30%[activator]	-16%	4%	-6%	27%	7%
CCOC(=O)c1ccc(NC(=O)c2ccc3c(c2)CCN3S(=O)(=O)c2ccc(Cl)cc2)cc1	3%	7%	.	-10%	-22%	19%	-4%	2%[59 µM]	-4%
Cc1cc(Cl)c(S(=O)(=O)NCc2cccnc2)cc1OCC(=O)NC1CCCCC1	-7%	1%	2%	-2%	-12%	30%	1%	24%	7%
O=C(CN1CCOCC1)NNC(=S)Nc1ccc(Cl)cc1	-4%	-3%	-2%	57%[activator]	-18%	0%	-1%	40µM*	?
O=S(=O)(NCC(c1cccs1)S(=O)(=O)c1ccccc1)c1ccc(F)c(C(F)(F)F)c1 (configuration not stated)	0%	-11%[60.1 µM]	.	-8%	-3%	0%	1%	4%[59 µM]	-2%
NNC(=O)CCN1CCN(Cc2ccccc2)CC1	-3%	0%	11%	39%[activator]	-16%	9%	-3%	9%	-22%
Cc1ccc(CN(C(=O)c2c(F)cccc2F)C2CC(C)(C)NC(C)(C)C2)o1	-8%	-8%	16%	-6%[58.9 µM]	-7%	10%	1%	?	-2%
Cc1ccc(S(=O)(=O)N2CCC(=O)N(CCOC(=O)Nc3ccc(F)cc3)CC2)cc1	-3%	12%	10%	31%	-14%	7%	6%	7%	0%
Cc1cc(=O)oc(C)c1C(=O)NC1CC(C)(C)NC(C)(C)C1	-4%	0%	-1%	6%	9%	-1%	3%	5%[59 µM]	1%
Cc1nn(-c2ccccc2)c(C)c1P(=O)(c1ccccc1)N(C)C (configuration not stated)	-6%	-6%[60.1 µM]	3%	15%	4%	-2%	1%	-18%[59 µM]	-18%
Cc1ncc(CC(=O)n2cc(C(=O)c3cc(Cl)ccc3O)cn2)s1	-23%	2%	-6%	7%	9%	3%	2%	-4%	-1%
Cc1cc([N+](=O)[O-])nn1CCCC(=O)Nc1cccnc1Cl	-2%	-5%	3%	18%	-5%	20%	1%	-7%	-7%
CC#CC(=O)N1CCC(CCc2ccccc2)(C(=O)OCC)CC1	-6%	-9%	-2%	33%[activator]	-12%	12%	-3%	0%	-1%
Cc1c(C(=O)Nc2nccs2)sc2nc(-c3cccs3)cc(C(F)(F)F)c12	1%	-18%	1%	16%	-12%	1%	-4%	71%[activator]	14%
Cc1nn(C(=O)c2cc([N+](=O)[O-])ccc2Cl)c(C)c1Br	-23%	0%	-4%	35%[activator]	5%	2%	-4%	?	?
COc1cccc(-n2c(Cc3cc(=O)[nH]c(=O)[nH]3)nnc2SCC(=O)N2CCC(C)CC2)c1	5%	-12%	-1%	49%[activator]	-13%	-6%	-1%	?	-2%
CC(C)(NC(=O)c1cc(Cl)c2ccccc2c1O)C(=O)O	37%[activator]	-13%	?	-22%	-8%	-18%	3%	32µM*	-21%
O=C(CC(c1ccc(F)cc1)c1ccco1)Nc1nccs1 (configuration not stated)	-20%	-11%	1%	106%[activator]	-9%	-17%	-7%	28µM*	?
COc1ccc(/C(C)=N/NC(=O)CNC(=O)c2cccnc2)cc1OC	6%	-22%	23%	-5%	-2%	38%	-3%	?	2%
CC(=O)C1=C(O)CCCC1=NCc1nc2ccccc2[nH]1	-3%	-21%	10%	91%[activator]	-18%	-19%	-2%	0%	0%
COc1ccc2c(c1)OCC(Cc1ccc(OC)c(OC)c1)C2O (configuration not stated)	-5%&-6%	-5%&-6%[60.1 µM]	-2%&-5%	.	.	.	-2%&-1%	.	.
CCc1ccc(-n2c(=S)sc3c(=O)n(-c4ccccc4C)c(SCC(=O)O)nc32)cc1	-4%	-19%	-15%	?	3%	3%	-12%	-10%	-2%
COCCn1c(-c2ccc(Cl)cc2)cnc1SCC(=O)NCCc1ccc(OC)c(OC)c1	-10%	-6%	6%	87%[activator]	-24%	-10%	2%	?	?
CSc1ccc(C(=S)N2CCN(C)CC2)cc1	1%	-3%	-7%	28%	-4%	25%	0%	?	4%
CCc1cc(-c2n[nH]c(=S)n2N)n(C)n1	-11%	8%	-5%	?	-9%	4%	-2%	10µM*	79µM*
CCOC(=O)COc1c(C=O)cc(Br)cc1OC	-23%	-17%	3%	16%	-14%	1%	0%	92%[activator][59 µM]	10%
CCOC(=O)C1CCN(C(=O)Cc2ccc(OC)c(OC)c2)CC1	-6%	3%	-2%	1%	3%	15%	5%	12%[12.7 µM]	?
COC(=O)c1ccccc1NC(=O)Cn1c(=O)n(-c2cccc(OC)c2)c(=O)c2c(C)c(C(=O)N(C)C)sc21	2%	1%[60.1 µM]	.	23%	-8%	5%	-10%	8%[59 µM]	18%
Cc1ccc(Oc2ccc(S(=O)(=O)Nc3ccc(C(=O)O)cc3)cc2)cc1	.	-11%	-1%	-13%	-4%	.	.	?	12%
ONC(=Nc1ccc(Cl)cc1)c1ccc(Cl)cc1	-7%	-22%	-2%	2%	-2%	-10%	-5%	9%[12.7 µM]	3%
O=C(Nc1cccc(C(=O)N2CCOCC2)c1)c1ccccc1	-5%	-3%	0%	5%	-12%	2%	0%	-2%	-26%
COC(=O)C1=C(C(=O)OC)SC(=C2C(=S)C(C)(C)N(C(=O)C3CC3)c3ccccc32)S1	-23%	-9%[60.1 µM]	-5%	-3%	-12%	-7%	-5%	1.6µM*	8.9µM*
Cc1ccc(C(=O)NCCCNC(=O)c2ccco2)cn1	0%	9%	68%[activator][12.4 µM]	42%[activator]	16%	5%	-1%	-7%[59 µM]	0%
CCCN1CCC(=O)N([C@H](CSc2ccc(C)cc2)Cc2ccccc2)CC1	-18%	-8%	-4%	-9%	-11%	0%	7%	14%[59 µM]	0%
Clc1ccc(Cn2ncc3c(N4CCCCC4)ncnc32)c(Cl)c1	-9%	-5%	-1%	13%	-8%	1%	0%	-4%[59 µM]	7%
CCOc1ccc(-c2nnc3sc(COc4ccc(C)cc4)nn23)cc1	-15%	-1%	0%	2%	8%	-27%	-2%	?	3%
COC(=O)c1sccc1NC(=S)N1CCCCC1C (configuration not stated)	-22%	-2%	3%	-7%	-17%	-2%	-5%	?	2%
O=C(/C=C/c1ccc([N+](=O)[O-])cc1)OCC(=O)N1CCCCCC1	.	-7%	24%	27%	-22%	.	.	.	.
O=C1c2ccccc2C(=O)N1S(=O)(=O)c1ccccc1	-5%	-7%	8%	15%	-5%	-19%	-1%	-6%	-15%
O=C(Cn1nnc(-c2ccccc2)n1)Nc1ccccc1N1CCOCC1	-5%	-15%	0%	10%	-5%	1%	-1%	10%[12.7 µM]	-1%
CC(C)c1nc2ccccc2c2nnc(SCC(=O)NCc3ccco3)n12	8%	-7%	24%	30%[activator]	-15%	6%	-2%	-9%[12.7 µM]	-4%
CCN(C(=O)CSc1nc(C)c(C)c(C)n1)C1CCS(=O)(=O)C1 (configuration not stated)	.	-12%	13%	-9%	-3%	.	.	.	.
Cc1ccc2cc(CN(C(=O)c3ccco3)c3cccc(C)c3C)c(=O)[nH]c2c1	-13%	-2%	-9%	39%[activator]	-19%	9%	-2%	?	-3%
CC(C)(C)c1ccc(C(=O)NCC(=O)OCCN2C(=O)c3ccccc3C2=O)cc1	.	-10%	11%	13%	1%	.	.	13%[59 µM]	7%
O=C(O)C1Nc2ccc(Br)cc2C2C=CCC12 (configuration not stated)	-13%	10µM*	?	?	3.2µM*	1.6µM*	16µM*	1.8µM*	3.2µM*
Cc1ccc(Nc2c(-c3ccc(C)cc3)nc3c(C)cccn23)cc1	20%	-2%	.	23%	-7%	-6%	-12%	11µM*	.
Cn1c(N)c(C(=O)COC(=O)CNC(=O)c2ccccc2)c(=O)n(C)c1=O	.	-10%	20%	102%[activator]	-20%	.	.	.	.
